KCNQ1 pot = potentiators or activators of KCNQ1 channel, primary screen, cell-based, thallium flux, high-throughput. CHO-K1 KCNQ1, thallium flux FluxOR fluorescence; stronger effect = higher value. actives 0.35% (n = 310,000). B-score at 10 µM;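 active means fluorescence ratio B-score, a plate-corrected score, at least three library SD, with initial intensity B-score within 5 SD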
Target sequence (P51787 whole entry, looked up): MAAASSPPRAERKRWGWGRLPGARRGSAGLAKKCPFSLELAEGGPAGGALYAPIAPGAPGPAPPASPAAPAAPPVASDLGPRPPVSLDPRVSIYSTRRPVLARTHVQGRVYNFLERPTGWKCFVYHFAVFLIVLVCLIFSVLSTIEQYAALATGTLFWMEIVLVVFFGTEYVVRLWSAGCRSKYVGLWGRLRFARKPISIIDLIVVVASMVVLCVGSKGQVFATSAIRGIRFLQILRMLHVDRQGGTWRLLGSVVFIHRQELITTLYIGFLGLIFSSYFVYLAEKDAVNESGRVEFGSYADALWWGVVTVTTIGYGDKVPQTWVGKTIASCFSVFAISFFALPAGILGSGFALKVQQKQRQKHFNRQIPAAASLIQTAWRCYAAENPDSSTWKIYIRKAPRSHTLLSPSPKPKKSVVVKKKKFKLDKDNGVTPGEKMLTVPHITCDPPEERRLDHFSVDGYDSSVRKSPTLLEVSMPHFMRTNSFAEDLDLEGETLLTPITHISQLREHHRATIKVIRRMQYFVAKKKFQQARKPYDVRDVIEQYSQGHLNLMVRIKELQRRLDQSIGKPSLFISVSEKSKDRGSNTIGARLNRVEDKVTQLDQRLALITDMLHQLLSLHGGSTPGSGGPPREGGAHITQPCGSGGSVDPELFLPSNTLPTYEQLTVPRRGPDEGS
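Assay system: stable KCNQ1 CHO-K1 line; medium: assay buffer, equal DMSO in all wells; timing: 90 min dye loading and 20 min compound exposure, both at room temperature; technique: kinetic FluxOR thallium fluorescence, 10-s 1-Hz baseline, 110-s post-stimulus read; read-out basis: B score of baseline-normalized fluorescence ratio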
TRPC4 potent = positive allosteric modulators of TRPC4, primary screen, cell-based, mouse TRPC4beta, HEK293 mu-opioid, Fluo-4 calcium. DAMGO EC20, Fluo-4 Ca2+ flux; stronger effect = higher value. B-score at 10 µM. actives 0.42% (n = 310,000);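 active means B-score of calcium response area above 5 SD of library B-scores, with initial fluorescence ratio within 5 SD of library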;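 further: B-score of integrated fluorescence ratio over time as area under calcium response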
KCNQ1 inh = inhibitors of human KCNQ1 channel, primary screen, cell-based, thallium flux, high-throughput; Potassium voltage-gated channel subfamily KQT member 1 (Homo sapiens), P51787; CHO-K1 KCNQ1, FluxOR thallium flux fluorescence; stronger effect = higher value; B-score at 10 µM; actives 1.3% (n = 310,000); AID 2642, 2010;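 active means compounds whose thallium flux B-score, printed positive for inhibition, exceeds three library SD while starting fluorescence stays within three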;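 further: channel opened by potassium depolarization with thallium stimulus after 20 min compound exposure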
KCNK9 inh = KCNK9 potassium channel inhibitors, primary screen, HEK293 cells, thallium flux. FluxOR thallium flux fluorescence; stronger effect = lower value. AID 488922, 2010. Potassium channel subfamily K member 9 (Homo sapiens), Q9NPC2. B-score at 10 µM. actives 1.2% (n = 310,000);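 active means ratio B-score over 3 SD below the library mean, with starting fluorescence within 5 SD of its mean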;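 further: negative B-score means less thallium flux so channel inhibition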
Target sequence (Q9NPC2 whole entry, looked up): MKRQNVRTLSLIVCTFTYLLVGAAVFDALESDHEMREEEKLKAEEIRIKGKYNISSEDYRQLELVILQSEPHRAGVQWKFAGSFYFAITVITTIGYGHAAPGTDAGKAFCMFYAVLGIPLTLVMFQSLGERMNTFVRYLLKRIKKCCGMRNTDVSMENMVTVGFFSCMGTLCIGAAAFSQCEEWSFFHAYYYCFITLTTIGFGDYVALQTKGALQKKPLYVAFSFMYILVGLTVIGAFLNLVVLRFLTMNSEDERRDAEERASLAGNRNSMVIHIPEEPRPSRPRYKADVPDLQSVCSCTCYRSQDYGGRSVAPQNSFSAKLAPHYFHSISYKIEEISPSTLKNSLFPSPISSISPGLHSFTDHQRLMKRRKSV
Platelet DG rel = inhibitors of platelet dense granule secretion, primary screen, cell-based, MLPCN, human platelets | AID 1663, 2009 | inhibition, %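 (compounds screened at 7.5 µM in platelet-rich plasma)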 | actives 0.22% (n = 300,000) | human platelet-rich plasma, SFLLRN dense granule ATP release, luminescence;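 active means mean replicate score, as percent of positive control, at or above 50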
hERG rescue = hERG rescue from dofetilide block, primary screen, cell-based, CHO-hERG, FluxOR thallium flux, dofetilide IC70. dofetilide IC70 present. activation (rescue from dofetilide block), less the hit threshold, % at 10 µM. actives 0.51% (n = 310,000). AID 1511, 2009;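 active means activation above the mean of controls blocked by dofetilide plus 5 SD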;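 further: thallium influx through hERG after potassium depolarization seen as dye fluorescence rise; in these data hits start at about 4.7%; inactives centre near -7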
KCNK3 inh = human KCNK3 channel inhibitors, primary screen, CHO cells, FluxOR thallium flux, B-score; Potassium channel subfamily K member 3 (Homo sapiens), O14649; actives 0.84% (n = 340,000); FluxOR fluorescence; stronger effect = lower value; B-score at 10 µM; AID 602410, 2012;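 active means B-score under library mean minus 4 SD, starting fluorescence ratio at most library mean plus 5 SD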;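 further: more negative B-score means stronger inhibition of thallium flux through KCNK3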
Dyrk1A ADPGlo = rat Dyrk1A kinase inhibitors, primary screen, biochemical, single point, plate reader. actives 0.43% (n = 310,000). ADP-Glo luminescence, NFATc1 peptide. Dual specificity tyrosine-phosphorylation-regulated kinase 1A (Rattus norvegicus), Q63470. inhibition, % at 12.5 µM; in the data active means inhibition above about 50%;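 further: plate controls were vehicle with enzyme for no effect and no enzyme for full effect; many of its hits are not listed in these tables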
PolyA inh = polyadenylation inhibitors in yeast reporter cells, primary screen, luminescence, S. cerevisiae. S. cerevisiae SKY197-pL101 polyadenylation reporter, beta-gal luminescence; efflux-impaired pdr1/pdr3 knockout yeast; score 100 = 6 SD above DMSO. calls only at 12 µM. actives 0.02% (n = 300,000);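 active means lowest replicate activity score at least 50, where 100 means six control SD above control mean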;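 further: yeast exposed to compound for 9 h at 30 °C; higher score means more reporter readthrough which indicates perturbed polyadenylation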
TRPC4 inh = inhibitors of mouse TRPC4 channel, primary screen, Fluo4 calcium, HEK293 TRPC4beta/mu-opioid cells; AID 2247, 2010; actives 0.39% (n = 300,000); DAMGO-evoked Fluo4 calcium flux; stronger effect = lower value; B-score at 10 µM;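 active means B-score over 3 SD under the library average, no early fluorescence shift, positive overall ratio signal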
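Signal: kinetic Fluo4 fluorescence imaging of calcium influx. Material: stable TRPC4beta/mu-opioid receptor HEK293 cells. Probe or stimulus: DAMGO in two steps, submaximal then maximal.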
TRPC4 agonist = activators of mouse TRPC4 channel, primary screen, Fluo4 calcium, HEK293 TRPC4beta/mu-opioid cells; Fluo4 calcium fluorescence; stronger effect = higher value; B-score at 10 µM; AID 2237, 2010; actives 0.49% (n = 310,000);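 active means B-score above 5 SD of library B-scores, and initial fluorescence ratio not above library mean plus 5 SD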;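 further: positive B-score marks a calcium rise read as TRPC4 activation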
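Technique: kinetic Fluo4 calcium fluorescence; Test system: TRPC4beta and mu-opioid receptor HEK293 stable cells; Measure: B-scored integrated calcium fluorescence ratio; Benchmarks: low control buffer alone, high control maximal DAMGO; Schedule: 45 min room-temperature Fluo4 loading, 110 s read.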
* marks the source's active call; other numbers are inactive results.

How did Cc1cc2nc(N)sc2cc1C do in these assays?
KCNQ1 pot: inactive; TRPC4 potent: inactive; KCNQ1 inh: inactive; KCNK9 inh: inactive; Platelet DG rel: 24; hERG rescue: -3; KCNK3 inh: inactive; Dyrk1A ADPGlo: 13; PolyA inh: inactive; TRPC4 inh: inactive; TRPC4 agonist: inactive

Results for COc1ccc(CN(C(=O)CN2C(=O)c3ccccc3S2(=O)=O)C(C(=O)NCC2CCCO2)c2ccncc2)cc1 (stereo not given) ?
KCNQ1 pot: inactive; TRPC4 potent: inactive; KCNQ1 inh: inactive; KCNK9 inh: inactive; Platelet DG rel: 7; hERG rescue: -4; KCNK3 inh: inactive; Dyrk1A ADPGlo: 7; PolyA inh: inactive; TRPC4 inh: inactive; TRPC4 agonist: inactive

How did CCOc1ccc(C2C(C#N)=C(N)SC(N)=C2C#N)cc1OC do in these assays?
KCNQ1 pot: inactive; TRPC4 potent: inactive; KCNQ1 inh: inactive; KCNK9 inh: inactive; Platelet DG rel: -2; hERG rescue: -9; PolyA inh: inactive; TRPC4 inh: inactive; TRPC4 agonist: inactive

Results for Cc1ccc(S(=O)(=O)N2CCN(C)CC2)c(C)c1 ?
KCNQ1 pot: inactive; TRPC4 potent: inactive; KCNQ1 inh: inactive; KCNK9 inh: inactive; Platelet DG rel: 4; hERG rescue: -9; KCNK3 inh: inactive; Dyrk1A ADPGlo: 0; PolyA inh: inactive; TRPC4 inh: inactive; TRPC4 agonist: inactive

How did COc1ccc(CC(=O)NCc2ccc(-n3cccc3)cc2)cc1OC do in these assays?
KCNQ1 pot: inactive; TRPC4 potent: inactive; KCNQ1 inh: inactive; KCNK9 inh: inactive; Platelet DG rel: 2; hERG rescue: 0; KCNK3 inh: inactive; Dyrk1A ADPGlo: -2; PolyA inh: inactive; TRPC4 inh: inactive; TRPC4 agonist: inactive

How did COc1ccc(Oc2nc(C)cc(C)c2S(=O)(=O)c2ccc(C)cc2)cc1 do in these assays?
KCNQ1 pot: inactive; TRPC4 potent: inactive; KCNQ1 inh: inactive; KCNK9 inh: inactive; Platelet DG rel: 2; hERG rescue: -3; KCNK3 inh: inactive; Dyrk1A ADPGlo: -4; PolyA inh: inactive; TRPC4 inh: inactive; TRPC4 agonist: inactive

What do the screens show for `C(=N\NC1=Nc2cccc3cccc1c23)/c1cccnc1`?
KCNQ1 pot: inactive; TRPC4 potent: inactive; KCNQ1 inh: inactive; KCNK9 inh: inactive; Platelet DG rel: 1; hERG rescue: -11; KCNK3 inh: inactive; Dyrk1A ADPGlo: 29; PolyA inh: inactive; TRPC4 inh: inactive; TRPC4 agonist: inactive

How did CCCCN(CCCNC(=O)C1CCCN(S(=O)(=O)CCC)C1)Cc1ccccc1 (stereo not given) do in these assays?
KCNQ1 pot: inactive; TRPC4 potent: inactive; KCNQ1 inh: inactive; KCNK9 inh: inactive; Platelet DG rel: 7; hERG rescue: -4; KCNK3 inh: inactive; Dyrk1A ADPGlo: -2; PolyA inh: inactive; TRPC4 inh: inactive; TRPC4 agonist: inactive

Results for Cc1cccc(C)c1NC(=O)N1CCC(c2nc3ccccc3o2)CC1 ?
KCNQ1 pot: inactive; TRPC4 potent: inactive; KCNQ1 inh: inactive; KCNK9 inh: inactive; Platelet DG rel: 8; hERG rescue: -9; KCNK3 inh: inactive; Dyrk1A ADPGlo: 7; PolyA inh: inactive; TRPC4 inh: inactive; TRPC4 agonist: inactive

Results for CCc1ccc(OCCOCC(O)CN2CCN(Cc3ccc(Cl)cc3)CC2)cc1 (stereo not given) ?
KCNQ1 pot: inactive; TRPC4 potent: inactive; KCNQ1 inh: inactive; KCNK9 inh: inactive; Platelet DG rel: 17; hERG rescue: -14; KCNK3 inh: inactive; Dyrk1A ADPGlo: -1; PolyA inh: inactive; TRPC4 inh: inactive; TRPC4 agonist: inactive

Results for CCCC(=O)n1nc(-c2cccnc2)nc1NCc1ccccc1 ?
KCNQ1 pot: inactive; TRPC4 potent: inactive; KCNQ1 inh: inactive; KCNK9 inh: inactive; Platelet DG rel: 6; hERG rescue: -6; KCNK3 inh: inactive; Dyrk1A ADPGlo: 2; PolyA inh: inactive; TRPC4 inh: inactive; TRPC4 agonist: inactive

What do the screens show for `Cc1ccc(NC(=O)C[n+]2ccccc2)cc1[N+](=O)[O-]`?
KCNQ1 pot: inactive; TRPC4 potent: inactive; KCNQ1 inh: inactive; KCNK9 inh: inactive; Platelet DG rel: 0; hERG rescue: -8; KCNK3 inh: inactive; Dyrk1A ADPGlo: 0; PolyA inh: inactive; TRPC4 inh: inactive; TRPC4 agonist: inactive

What do the screens show for `O=C(COc1ccc2ccc(=O)oc2c1)Nc1ccc(N2CCOCC2)cc1`?
KCNQ1 pot: inactive; TRPC4 potent: inactive; KCNQ1 inh: inactive; KCNK9 inh: inactive; Platelet DG rel: -4; hERG rescue: -8; KCNK3 inh: inactive; Dyrk1A ADPGlo: -2; PolyA inh: inactive; TRPC4 inh: inactive; TRPC4 agonist: inactive

How did Cc1nnc(NC(=O)CCC(=O)NCc2ccco2)s1 do in these assays?
KCNQ1 pot: inactive; TRPC4 potent: inactive; KCNQ1 inh: inactive; KCNK9 inh: inactive; Platelet DG rel: 8; hERG rescue: -5; KCNK3 inh: inactive; Dyrk1A ADPGlo: 15; PolyA inh: inactive; TRPC4 inh: inactive; TRPC4 agonist: inactive

What do the screens show for `Cc1nc(SCC(=O)N2CCc3ccccc3C2)c2c(C)c(C)sc2n1`?
KCNQ1 pot: inactive; TRPC4 potent: inactive; KCNQ1 inh: inactive; KCNK9 inh: inactive; Platelet DG rel: -5; hERG rescue: -11; KCNK3 inh: inactive; Dyrk1A ADPGlo: 4; PolyA inh: inactive; TRPC4 inh: inactive; TRPC4 agonist: inactive

How did Cc1cc(SCC2=NNC(=O)C2)c(Cl)cc1Cl do in these assays?
KCNQ1 pot: inactive; TRPC4 potent: inactive; KCNQ1 inh: inactive; KCNK9 inh: inactive; Platelet DG rel: 4; hERG rescue: -1; KCNK3 inh: inactive; PolyA inh: inactive; TRPC4 inh: inactive; TRPC4 agonist: inactive

What do the screens show for `Cc1cc2c(c(=O)o1)C(C(C)C)C(C#N)=C(N)O2` (stereo not given)?
KCNQ1 pot: inactive; TRPC4 potent: inactive; KCNQ1 inh: inactive; KCNK9 inh: inactive; Platelet DG rel: 1; hERG rescue: -12; KCNK3 inh: inactive; Dyrk1A ADPGlo: -3; PolyA inh: inactive; TRPC4 inh: inactive; TRPC4 agonist: inactive

Results for CCn1nc(C)c(CN2CCCCC2C(=O)Nc2ccc(Oc3cccnc3)cc2)c1C (stereo not given) ?
KCNQ1 pot: inactive; TRPC4 potent: inactive; KCNQ1 inh: inactive; KCNK9 inh: inactive; Platelet DG rel: 5; hERG rescue: -9; KCNK3 inh: inactive; Dyrk1A ADPGlo: 0; PolyA inh: inactive; TRPC4 inh: inactive; TRPC4 agonist: inactive

How did Cc1cccc(/C(N)=N/OC(=O)c2cccc3ccccc23)c1 do in these assays?
KCNQ1 pot: inactive; TRPC4 potent: inactive; KCNQ1 inh: inactive; KCNK9 inh: inactive; Platelet DG rel: 3; hERG rescue: -7; KCNK3 inh: -9.3*; PolyA inh: inactive; TRPC4 inh: inactive; TRPC4 agonist: inactive

How did Fc1ccccc1NC(=S)N1CCN(Cc2ccc3c(c2)OCO3)CC1 do in these assays?
KCNQ1 pot: inactive; TRPC4 potent: inactive; KCNQ1 inh: inactive; KCNK9 inh: inactive; Platelet DG rel: 0; hERG rescue: -3; KCNK3 inh: inactive; Dyrk1A ADPGlo: 1; PolyA inh: inactive; TRPC4 inh: inactive; TRPC4 agonist: inactive

What do the screens show for `COc1ccc(Cl)cc1NC(=O)CN(C)C(=O)C12CC3CC(CC(Cl)(C3)C1)C2`?
KCNQ1 pot: inactive; TRPC4 potent: inactive; KCNQ1 inh: inactive; KCNK9 inh: inactive; Platelet DG rel: -2; hERG rescue: -11; KCNK3 inh: inactive; Dyrk1A ADPGlo: -2; PolyA inh: inactive; TRPC4 inh: inactive; TRPC4 agonist: inactive

What do the screens show for `C/C(=N\NC(=O)c1nnn(-c2nonc2N)c1C(C)C)c1ccc2ccccc2c1`?
KCNQ1 pot: inactive; TRPC4 potent: inactive; KCNQ1 inh: inactive; KCNK9 inh: inactive; Platelet DG rel: 6; hERG rescue: -5; KCNK3 inh: inactive; Dyrk1A ADPGlo: 2; PolyA inh: inactive; TRPC4 inh: inactive; TRPC4 agonist: inactive

What do the screens show for `CCC1CCCCN1CCNC(=O)C1CCN(S(=O)(=O)c2c(C)noc2C)CC1` (stereo not given)?
KCNQ1 pot: inactive; TRPC4 potent: inactive; KCNQ1 inh: inactive; KCNK9 inh: inactive; Platelet DG rel: -1; hERG rescue: -7; KCNK3 inh: inactive; Dyrk1A ADPGlo: -3; PolyA inh: inactive; TRPC4 inh: inactive; TRPC4 agonist: inactive

How did COc1ccc(C(=O)Nc2c(N)nc(SCC(=O)Nc3ccc(NC(C)=O)cc3)[nH]c2=O)cc1OC do in these assays?
KCNQ1 pot: inactive; TRPC4 potent: inactive; KCNQ1 inh: inactive; KCNK9 inh: inactive; Platelet DG rel: 31; hERG rescue: -11; KCNK3 inh: inactive; Dyrk1A ADPGlo: 0; PolyA inh: inactive; TRPC4 inh: inactive; TRPC4 agonist: inactive

Screening data: PubChem BioAssay, several laboratories

This is a subset; count on the stated rates, not on these rows.
